Screening data deposited in PubChem BioAssay by several laboratories.
Hep lipid drop: modulators of hepatic lipid droplet formation; inhibition, % at 6.5 µM; 0.4% of 240,000 active; AML12 mouse hepatocytes, oleate lipid droplets, BODIPY imaging;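 active = lipid droplet intensity inhibited by at least 50%, with more than 500 cells counted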
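Assay system: AML12 mouse liver cells | Compound: 6.5 µM single-point dosing | Schedule: Overnight exposure | Technique: Fluorescence imaging, 20x objective, two fields per well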
ER stress rescue: rescue of cells from ER stress-induced death, primary screen, 384-well, CSM14.1, thapsigargin, ATP luminescence (AID 1222). 190,000 tested, under 10 active. cellular ATP content (survival), % at 20 µM; hits with a dose series show EC50 in µM. CSM14.1 thapsigargin-induced death rescue, ATP luminescence; higher % means a stronger effect;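 active = EC50 below 50 µM in the dose-response confirmation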;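 also: death triggered by thapsigargin at about 15 µM added after 2 h compound pretreatment; cell ATP read after overnight thapsigargin exposure of roughly 18 to 22 hours; normalized against plate controls of thapsigargin alone and 5% DMSO vehicle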
Autophagy HCS: autophagy modulation, high-content screen. MEF GFP-LC3 puncta imaging; test concentration mostly 10 µM. calls only at 10 µM (by protocol). 0.98% of 190,000 active. AID 463193;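 active = percentage of spot-positive cells more than 3 SD above its plate mean, without a fluorescence outlier flag or 80% toxicity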;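 also: spot-positive cell cutoff set from DMSO-treated cells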
Salmonella PhoP GFP: inhibitors of PhoP regulon expression, primary screen, Salmonella Typhimurium, GFP reporter (AID 1863); 0.16% of 300,000 active; inhibition, % at 50 µM, or IC50 in µM where a hit was titrated; S. Typhimurium PhoP-regulated promoter GFP reporter, 4 h; higher % means a stronger effect;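 active = inhibition over 29.93%, a cutoff 3 SD above the screen mean, later confirmed by dose response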;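 also: 0% = low Mg2+ inducing control and 100% = high Mg2+ repressing control; strong numbers were not always called active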
Insulin prom up: MIN6 insulin promoter up-regulation | 0.3% of 190,000 active | MIN6 insulin promoter-GFP reporter, high-content imaging; active compounds read high | z-score at 5 µM;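 active = z-score above 3 at 5 µM with at least 500 cells counted in the well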
MT stabilizer: stabilizes microtubules in HeLa cells. HeLa tubulin immunostaining HCS, 24 h; share of cells brighter than vehicle mean+2SD. % tubulin-high responders, % at 10 µM. 0.83% of 200,000 active. AID 2205;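 active = plate Z-score above 3 for both tubulin-high and condensed-nucleus cell shares, with cell loss under 80%, at 10 µM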;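 also: anti alpha tubulin signal scored within the nucleus-defined area of each cell; some results filed as inactive read as strong as hits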
Dynein cargo inh: dynein cargo transport inhibition | 3617.4 mouse cells, GR-EGFP nuclear translocation imaging; test concentration mostly 20 µM; stimulated with dexamethasone, 1 µM; active compounds read low | z-score, hits read low | 0.47% of 220,000 active;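 active = plate z-score of nuclear minus cytoplasmic receptor signal below a set negative limit, without overly bright fluorescence or cell loss, cut at about -3.5 in these data, passing the limit was not always enough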;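 also: z-score of nuclear minus cytoplasmic ring GR-EGFP intensity difference per well; some compounds called inactive have numbers as strong as hits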
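Buffer or medium – tet-free medium with charcoal-stripped serum · Signal – automated 10x imaging of fixed Hoechst-stained cells · Also added – dexamethasone agonist, 1.0 µM final, for 30 min · Incubation – induction 48 h, compound 1 h, agonist 30 min · Read-out – GR-EGFP nuclear translocation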
bCat nuc transl: modulators of beta-catenin nuclear translocation. HeLa beta-catenin nuclear translocation, immunofluorescence imaging. nuclear translocation activity, % at 5 µM. 0.3% of 190,000 active. AID 1665;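 active = nuclear translocation activity above 50% at 5 µM, with a well cell count of 50 or more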;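 also: per-cell ratio of nuclear to cytoplasmic median beta-catenin stain intensity; plate controls were DMSO negative control for no effect and GSK-3 inhibitor IX positive control for full effect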
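Test system: human HeLa cells, endogenous beta-catenin. Times: 24 h compound exposure, 37°C. Measured by: beta-catenin immunofluorescence imaging with DAPI.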
T cell HTS: modulates CD8 T cell binding to vesicles | calls only at 7 µM | 2C CD8+ T cell-vesicle binding, flow cytometry; active compounds read low | 0.068% of 330,000 active;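 active = response, share of CD8 T cells binding vesicles, and their 90th percentile fluorescence all below set limits, cut at about 80% in these data, passing the limit was not always enough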
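Test system: purified 2C TCR transgenic mouse naive CD8+ T cells. Probe or stimulus: QL9-peptide-loaded Drosophila micro-vesicles bearing Ld, ICAM-1 and B7-1. Incubation: binding step 1.5 h, 37 °C, antibody labelling 20 min, ice. Measured by: flow cytometry of vesicle-bound cells.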
Dynein cargo inh cytoplasmic EGFP: second read-out of Dynein cargo inh, no call of its own (marks repeat the call); z-score; measured here: cytoplasmic GR-EGFP intensity; active compounds read high
Dynein cargo inh nuclear GR-EGFP: recorded beside Dynein cargo inh, whose call it bears; z-score; measured here: nuclear GR-EGFP intensity;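 lower value marks the stronger effect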
Dynein cargo inh cell count: also measured in Dynein cargo inh; calls as there; z-score; measured here: cell count per field
Insulin prom up cell count: second read-out of Insulin prom up, no call of its own (marks repeat the call); cell count; measured here: cytotoxicity, nuclei count;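 total cells summed across four imaged fields per well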
Hep lipid drop cells 6.5 µM: second read-out of Hep lipid drop, no call of its own (marks repeat the call); cell count; measured here: cell count, cytotoxicity flag;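 cells counted across two imaged fields per well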
bCat nuc transl cell count 5 µM: also measured in bCat nuc transl; calls as there; cell count; measured here: cell count, cytotoxicity flag
T cell HTS vesicle-bound %: second read-out of T cell HTS, no call of its own (marks repeat the call); double positive events, %; measured here: CD8+ vesicle-bound cell fraction;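 binding gate set so that unloaded-vesicle control wells show 10% double positive cells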
MT stabilizer Hoechst-high %: also measured in MT stabilizer; calls as there; % Hoechst-high responders; measured here: nuclear condensation Hoechst responders;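 share of cells brighter than vehicle mean plus two SD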
MT stabilizer cytotoxicity %: second read-out of MT stabilizer, no call of its own (marks repeat the call); toxicity, %; measured here: cytotoxicity by cell density;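 0% = mean cell density of plate MIN control wells and 100% = no cells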
Autophagy HCS cell loss 18 h: also measured in Autophagy HCS; calls as there; toxicity, %; measured here: cell loss, nuclei count;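 cell loss after 18 h compound exposure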
Numbers without * were called inactive; i = inactive; / = not tested or not shown. Random draw from the library. Share with any hit: about 3%.

item	SMILES	Hep lipid drop	Hep lipid drop cells 6.5 µM	ER stress rescue	Autophagy HCS	Autophagy HCS cell loss 18 h	Salmonella PhoP GFP	Insulin prom up	Insulin prom up cell count	MT stabilizer	MT stabilizer Hoechst-high %	MT stabilizer cytotoxicity %	Dynein cargo inh	Dynein cargo inh cytoplasmic EGFP	Dynein cargo inh nuclear GR-EGFP	Dynein cargo inh cell count	bCat nuc transl	bCat nuc transl cell count 5 µM	T cell HTS	T cell HTS vesicle-bound %
1	CC(=O)Nc1ccc(S(=O)(=O)c2c(N)n(CCN3CCOCC3)c3nc4ccccc4nc23)cc1	/	/	-0.3%	i	-1.3	-5.8%	/	/	4.5	2.0	5.0	-0.518	-0.195	0.0137	0.651	/	/	i	50.0
2	O=C(CCNS(=O)(=O)c1ccc(Br)s1)N1CCN(c2ccccc2)CC1	/	/	3.4%	i	-8.7	-2.5%	/	/	6.3	1.3	4.6	-0.511	-0.341	0.0586	0.222	/	/	/	/
3	O=C(CN(Cc1ccc2c(c1)OCO2)C(=O)CNS(=O)(=O)c1ccccc1)NCc1ccco1	5.5	646	/	i	-8.5	4.5%	0.21	1099	3.2	1.6	4.1	0.354	-0.16	0.541	0.935	0.7	913	i	51.5
4	CCS(=O)(=O)c1ccc2oc(SCC(=O)N3c4ccccc4CC3C)nc2c1 (stereo unspecified)	2.7	831	1.7%	i	3.0	-4.3%	0.06	792	3.2	3.2	9.6	-0.391	-0.251	-0.0249	-0.0224	-8.4	1233	i	31.7
5	CCSc1nnc(NC(=O)c2c(-c3ccccc3Cl)noc2C)s1	/	/	0.0%	i	-8.5	-2.6%	0.45	933	1.9	2.1	6.8	-0.952	-0.219	-0.326	0.974	1.4	1071	i	10.0
6	CCOC(=O)CCP(=O)(O)C(O)c1ccc(OC)cc1 (stereo unspecified)	/	/	0.2%	i	-6.2	-8.5%	/	/	4.1	1.4	8.0	1.55	-0.0573	0.971	-1.22	-2.5	885	i	24.4
7	COC(=O)CCC(=O)Nc1cccc(Cl)c1	-6.8	746	-0.4%	i	-0.5	0.4%	/	/	3.1	1.6	4.3	-0.392	-0.0955	-0.824	-0.175	-0.3	1200	i	30.2
8	Cc1nc(C(=O)N(C)C)nn1-c1cc(Cl)ccc1Cl	-6.5	680	-1.4%	i	-26.6	4.5%	1.05	2066	2.7	1.7	7.6	0.272	-0.241	-0.176	1.04	-1.3	1189	i	40.3
9	CCN1C(=O)N(C)C2(c3ccccc3)N(C)C(=O)N(C)C12c1ccccc1 (stereo unspecified)	-36.3	607	-1.4%	i	-2.9	-4.8%	0.88	2037	2.6	2.0	8.6	0.607	-0.203	0.464	-0.574	1.7	1044	i	48.1
10	COC(=O)CCc1nc2ccccc2nc1OC	-27.3	721	0.8%	i	-6.1	-1.5%	0.02	1415	1.0	1.2	0.9	0.672	-0.183	0.376	0.404	-1.1	1068	i	33.3
11	CCN(C(=O)CSc1nnc(Nc2cccc(C)c2C)s1)C1CCS(=O)(=O)C1 (stereo unspecified)	-2.1	642	-4.0%	i	39.6	4.8%	-0.41	1447	4.0	2.9	6.5	0.729	-0.247	0.982	-0.901	0.9	1079	i	31.3
12	S=c1[nH]ncn1/N=C/c1cccc(Oc2ccccc2)c1	-8.1	766	2.2%	i	-8.1	-1.4%	0.39	826	1.9	2.1	9.1	-0.857	-0.243	-0.327	0.774	0.1	1168	i	23.9
13	O=C(CSc1nnc(-c2ccccc2)n1Cc1ccccc1)N1CCOCC1	/	/	-0.1%	i	33.0	15.1%	-0.32	1301	5.3	3.5	6.6	-0.62	0.0965	-0.244	0.639	-3.9	1002	i	23.2
14	COc1cc2c(cc1OC)-c1nnc(-c3cccs3)n1C1(CCCC1)C2	/	/	0.1%	i	-1.3	-5.5%	-0.53	1378	2.3	1.2	4.3	0.363	-0.235	-0.698	0.427	-4.0	1404	i	42.6
15	O=C(COC(=O)c1cccc(S(=O)(=O)N2CCc3ccccc32)c1)NC1CCS(=O)(=O)C1 (stereo unspecified)	/	/	-0.3%	i	-25.9	-2.5%	-0.75	924	1.2	0.7	10.3	0.314	-0.196	0.505	0.712	/	/	i	44.8
16	COc1ccc(N(CC(=O)NCc2ccco2)S(=O)(=O)c2ccc(OC)c(OC)c2)cc1	/	/	-0.9%	i	15.4	-8.7%	-0.37	958	4.7	2.1	0.9	-0.533	-0.187	-0.0715	-0.152	2.4	1136	/	/
17	COC(=O)[C@H](CCSC)NC(=O)Nc1ccc(OC)cc1OC	6.7	792	0.5%	i	0.2	9.3%	0.22	808	3.2	3.3	5.0	-0.163	-0.106	0.209	0.216	-0.2	1145	i	19.6
18	O=C(NCc1nnc(SCC(=O)N2CCCC2)o1)c1c(F)cccc1Cl	11.5	795	-0.7%	i	-4.0	-5.8%	0.22	892	2.4	1.3	5.4	0.398	0.0122	0.891	0.188	-0.6	1183	i	47.8
19	NC(=O)COc1ccccc1C(=O)O	0.6	644	0.6%	i	-9.9	-3.1%	-0.42	1538	2.5	1.7	10.8	-1.18	-0.226	-0.889	1	-1.1	1011	i	15.8
20	C=CCn1c(SCc2cc(=O)n3ccsc3n2)nc2scc(C3CC3)c2c1=O	/	/	0.7%	/	/	/	1.53	986	/	/	/	/	/	/	/	0.3	758	i	20.7
21	O=C(CC(C(=O)NCc1ccccc1)c1nc2ccccc2c(=O)[nH]1)NCc1ccccc1 (stereo unspecified)	5.4	696	/	/	/	-5.5%	0.22	1422	/	/	/	0.928	-0.174	0.304	-1.46	-3.7	1296	i	23.9
22	OCCC1CN(Cc2cnc(-c3ccccc3)s2)CCN1C1CCCC1 (stereo unspecified)	-24.6	655	-0.5%	i	-10.8	0.0%	0.12	1346	1.4	1.9	7.9	0.447	-0.36	0.023	-0.0687	-0.8	1101	i	58.2
23	Cc1nn(C)c(C)c1NC(=O)c1cc2nc(-c3ccco3)cc(C(F)(F)F)n2n1	0.4	674	-2.3%	i	8.9	-5.3%	-0.04	1520	3.8	1.8	4.6	0.213	-0.0923	0.491	0.842	-0.2	1016	i	57.6
24	COc1cccc(/C=N/n2c(=O)[nH]c3ccccc32)c1OC	36.1	719	-0.8%	i	8.6	-2.7%	-4.61	518	2.7	3.6	6.0	-1.36	-0.157	-0.926	1.11	/	/	i	9.6
25	Cc1ccc2cc3cc(C(=O)NCc4ccc5c(c4)OCO5)oc3nc2c1	/	/	0.8%	i	17.6	-12.7%	-0.31	1240	3.3	3.7	6.0	0.229	-0.257	-0.32	0.401	-2.1	938	/	/
26	O=C(N/N=C/c1ccco1)c1csc2c1CCCC2	0.8	700	/	/	/	1.2%	0.88	1051	/	/	/	1.58	-0.182	1.47	-1.02	-0.1	1408	i	2.1
27	CCCc1nc2scc(-c3ccc(C)cc3)c2c(=O)n1N	-10.1	768	14.1%	i	-9.9	6.3%	0.57	853	1.6	1.9	4.9	-0.294	-0.269	-0.0716	0.441	0.4	995	i	61.6
28	COc1cccc(NC(=O)C2CCC(CNS(=O)(=O)c3cccs3)CC2)c1 (stereo unspecified)	5.6	712	0.7%	i	-48.7	-0.8%	/	/	1.7	2.0	13.7	2.04	-0.209	1.31	-1.46	-0.9	1122	i	50.7
29	COc1ccc(C(=O)Cn2c(Br)nc3c2c(=O)n(C)c(=O)n3C)cc1OC	/	/	0.8%	i	2.6	-2.2%	0.2	1132	1.2	3.5	10.5	1.65	0.0131	1.88	-1.33	-2.8	921	i	46.8

Record cards (already shown). Order of screens: Hep lipid drop	Hep lipid drop cells 6.5 µM	ER stress rescue	Autophagy HCS	Autophagy HCS cell loss 18 h	Salmonella PhoP GFP	Insulin prom up	Insulin prom up cell count	MT stabilizer	MT stabilizer Hoechst-high %	MT stabilizer cytotoxicity %	Dynein cargo inh	Dynein cargo inh cytoplasmic EGFP	Dynein cargo inh nuclear GR-EGFP	Dynein cargo inh cell count	bCat nuc transl	bCat nuc transl cell count 5 µM	T cell HTS	T cell HTS vesicle-bound %
Results for `CCCc1nc2scc(-c3ccc(C)cc3)c2c(=O)n1N` = -10.1	768	14.1%	i	-9.9	6.3%	0.57	853	1.6	1.9	4.9	-0.294	-0.269	-0.0716	0.441	0.4	995	i	61.6
Results for `COc1cccc(NC(=O)C2CCC(CNS(=O)(=O)c3cccs3)CC2)c1` (stereo unspecified) = 5.6	712	0.7%	i	-48.7	-0.8%	/	/	1.7	2.0	13.7	2.04	-0.209	1.31	-1.46	-0.9	1122	i	50.7
